Tb PYK inh = inhibitors of Trypanosoma brucei pyruvate kinase | Q57TT1 | Potency, µM (doses to about 76.8 µM), for inactives: at the top dose activity, negative = inhibition, most hits filed as inhibitors | TbPYK enzyme, Kinase-Glo Plus ATP luminescence, 45 min | 410,000 compounds, 0.12% hits; also: potency is read from the fitted curve at half-maximal effect; nearly all actives have a fitted effect of over 50% in size
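Quantitative HTS: titrated library compounds versus trypanosomal pyruvate kinase in TEA buffer (pH 7.2) containing KCl, MgCl2, BSA and Tween-20. Reactions were initiated with ADP, 130 uM final. Kinase-Glo Plus luminescence was read after 45 min at RT.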
AmpC inh no detg = AmpC beta-lactamase inhibition without detergent; P00811; AmpC nitrocefin hydrolysis, absorbance 480 nm, 0.0001% Triton; Potency, µM (titrated, usually from 57.1 µM), inactives show at the top dose activity change, negative = inhibition, hits mostly inhibitors; 330,000 compounds, 0.52% hits;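 also: potency is read from the fitted curve at half-maximal effect; plate controls were no compound for no effect and no enzyme for full effect; nearly all actives have a fitted effect of over 20% in size; some results filed as inactive show a strong effect at the top dose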
Target sequence (P00811 whole entry, looked up): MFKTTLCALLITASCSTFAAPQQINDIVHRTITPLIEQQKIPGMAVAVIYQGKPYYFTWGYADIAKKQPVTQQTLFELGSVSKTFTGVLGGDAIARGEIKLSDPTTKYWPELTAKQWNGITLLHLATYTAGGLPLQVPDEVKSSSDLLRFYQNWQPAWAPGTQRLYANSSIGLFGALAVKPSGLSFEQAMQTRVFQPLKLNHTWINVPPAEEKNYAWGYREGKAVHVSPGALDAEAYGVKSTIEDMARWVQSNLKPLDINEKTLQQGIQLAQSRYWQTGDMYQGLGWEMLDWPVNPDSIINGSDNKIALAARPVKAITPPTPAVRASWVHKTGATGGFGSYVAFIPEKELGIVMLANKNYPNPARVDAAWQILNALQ
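AmpC (5.3 nM in the dispensed reagent) in 20 mM phosphate pH 7.0 with 0.01% (detergent screen) or 0.0001% Triton X-100 was preincubated with compounds for 15 min at room temperature. Nitrocefin was then added from an 800 uM solution, and hydrolysis was followed at 480 nm.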
AMA1 RON2 block = AMA1-RON2 (P. falciparum) interaction inhibition | 360,000 compounds, 0.2% hits | AlphaScreen AMA1-biotinylated RON2 peptide binding | Potency, µM (titrated, usually from 58.2 µM), without a hit: at the top dose activity change, negative = inhibition, usual class: inhibitors | AID 720542;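 also: potency is read from the fitted curve at half-maximal effect; 0% = vehicle wells and -100% = peptide control; nearly all actives have a fitted effect of over 45% in size; some results filed as inactive show a strong effect at the top dose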
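AMA1 (3D7) with his tag at 25 nM final met compounds first, then biotinylated RON2 peptide at 25 nM; detection used donor plus acceptor beads, 10 µg/mL apiece, read by AlphaScreen after 30 min at room temperature.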
Sm TGR block = S. mansoni TGR enzyme inhibition. AID 485364. 360,000 compounds, 3% hits. Potency, µM (top dose mostly 114 µM), without a hit: at the top dose activity change, negative = inhibition, usual class: inhibitors. purified TGR, DTNB reduction, TNB absorbance 405 nm. Q962Y6; also: potency is read from the fitted curve at half-maximal effect; nearly all actives have a fitted effect of over 60% in size
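TGR 20 nM + NADPH 100 uM (dispensed conc.), cpd preinc 15 min RT; start with NADPH (500 uM addition) then DTNB (15 mM addition). Kinetic TNB absorbance, 405 nm filter. Four-parameter Hill fit across titration.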
AmpC detergent = inhibitors of E. coli AmpC beta-lactamase with detergent | AmpC hydrolysis of nitrocefin, absorbance 480 nm, 0.01% Triton | Potency, µM (series often up to 114 µM), for the others: at the highest dose activity change, negative = inhibition, usual class: inhibitors | 370,000 compounds, 0.041% hits | AID 485294;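 also: potency is read from the fitted curve at half-maximal effect; 0% = no-compound wells and -100% = no-enzyme wells; nearly all actives have a fitted effect of over 25% in size; some results filed as inactive show a strong effect at the top dose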
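20 mM phosphate pH 7.0 + 0.01% (detergent screen) or 0.0001% Triton X-100; 5.3 nM AmpC reagent; cpd preinc 15 min RT; nitrocefin (800 uM stock) to start; A480 q20 s × 4 min; Activity was normalised to no-enzyme and no-compound control wells.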
LmPK inh = inhibitors of Leishmania mexicana pyruvate kinase | Q27686 | purified LmPK, Kinase-Glo ATP luminescence, 1 h | Potency, µM (top dose mostly 57.5 µM), for inactives: top-dose activity change, negative = inhibition, usual class: inhibitors | 290,000 compounds, 0.37% hits; also: potency is read from the fitted curve at half-maximal effect
Target sequence (Q27686 whole entry, looked up): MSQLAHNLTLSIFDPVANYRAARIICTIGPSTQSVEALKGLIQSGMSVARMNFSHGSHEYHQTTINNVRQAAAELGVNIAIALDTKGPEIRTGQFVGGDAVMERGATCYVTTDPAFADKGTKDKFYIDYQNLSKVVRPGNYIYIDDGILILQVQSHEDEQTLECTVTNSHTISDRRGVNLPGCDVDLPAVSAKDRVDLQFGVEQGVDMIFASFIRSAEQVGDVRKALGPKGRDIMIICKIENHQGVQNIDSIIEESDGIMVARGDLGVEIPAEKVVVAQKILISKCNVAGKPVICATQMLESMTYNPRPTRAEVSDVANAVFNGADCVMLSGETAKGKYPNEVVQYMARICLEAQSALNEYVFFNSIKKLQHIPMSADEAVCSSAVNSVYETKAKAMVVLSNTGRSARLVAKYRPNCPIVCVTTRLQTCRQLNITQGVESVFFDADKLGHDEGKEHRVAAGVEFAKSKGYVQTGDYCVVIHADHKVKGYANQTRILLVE
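0.1 nM LmPK, 0.5 mM PEP, 0.1 mM ADP; 50 mM imidazole pH 7.2, 7 mM MgCl2, 50 mM KCl; 1 h RT. Kinase-Glo luminescence readout, normalized to no-enzyme (full inhibition) and uninhibited wells.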
HCMV inh = blocks human cytomegalovirus replication; HFF cells, HCMV-luciferase reporter, 72 h; stronger effect = lower value; activity change, negative = inhibition, % at 57.5 µM; 410,000 compounds, 4.5% hits; AID 1259415; in the data active = activity change below about -60%; inconclusive = no clear call, values can overlap the other calls; inactive = above about -39%
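Human foreskin fibroblasts infected with luciferase-reporter HCMV at MOI 1 PFU/cell, compounds at two doses. Luciferase measured 72 h post infection; normalized to buffer-only basal and Salinomycin (10uM) controls.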
* marks the source's active call; other numbers are inactive results; ? = inconclusive; . = no result given; & = joins results of further samples; [ ] = dose if it differs, or a comment. Unless noted, calls follow the shape of the dose curve; as a rule, active = well fitted curve in the direction sought with a large enough effect; inconclusive = small, poorly fitted or top-dose-only effect, or another doubt; inactive = no such curve, though single readings can be large; an effect the other way counts as inactive or inconclusive. Unless noted, % is scaled to controls: 0 for no effect and ±100 for the full control effect.

No.	SMILES	AmpC detergent	AMA1 RON2 block	Sm TGR block	LmPK inh	Tb PYK inh	AmpC inh no detg	HCMV inh
1	CC(C)Oc1ccc(C(CC(=O)O)NC(=O)Cc2ccc(Cl)cc2)cc1 (stereo not drawn)	-3.4%	-2.3%	16.6%	-7.4%	2.9%	-14.2%	34.9
2	CCOc1ccc(Nc2nc(N)nc(CCl)n2)cc1	-10.1%	51.0%[activator]	25.1µM*	-21.2%	-6.6%	-29.3%	-96.5*
3	CCOc1ccc(CCNC(=O)C(C)N2C(=O)CC(C)(C)Sc3ccccc32)cc1 (stereo not drawn)	-4.8%	8.0%	7.6%	6.9%	2.1%	109.1%[activator]	32.5
4	CCCCN1CCC(CN2C(=S)NC[C@@H]2CC(C)C)CC1	.	7.7%	.	.	6.5%	.	-8.8
5	COc1ccccc1S(=O)(=O)Cc1ccc(C(=O)NC2CC2)o1	0.6%	0.0%	?	-0.2%	0.0%	2.0%	-23.4
6	Cc1cccc(Cn2c(=O)n(Cc3ccco3)c(=O)c3ccccc32)c1	-4.7%	-3.5%	-15.0%	5.8%	1.9%	-22.4%	-13.3
7	O=C(CSc1nc2ccccc2c(=O)n1-c1ccc(OC(F)F)cc1)NC1CC1	1.9%	16.8%	-0.3%	.	-0.6%	1.9%	-7.0
8	O=C(/C=C/c1cccc([N+](=O)[O-])c1)c1ccc([N+](=O)[O-])o1	.	6.5%	.	.	-4.8%	.	-10.0
9	COc1cc(/C=N/N(C)c2ccccc2)cc(Cl)c1O	?	-6.6%	-34.8%	-1.6%	3.9%	-19.5%	35.6
10	COc1ccc(OC(C)C(=O)N2CCN(c3ccccn3)CC2)cc1 (stereo not drawn)	2.6%	0.0%	21.7%	-12.7%	1.6%	-6.5%	63.1
11	COc1ccc(Nc2oc(/C=C/c3ccc(OC)c(OC)c3)nc2C#N)cc1	-6.4%	.	-13.0%	.	0.4%	.	4.0
12	O=C(c1ccc2ncsc2c1)N1CCN(c2nc3ccccc3s2)CC1	8.2%	19.8%	-20.5%	0.7%	-1.6%	-0.2%	-73.8*
13	Cc1nc2c(C(=O)NCc3ccccc3Cl)c[nH]n2c(=O)c1Cc1cccc(Cl)c1	-4.9%	.	-2.9%	.	-0.8%	.	18.1
14	O=C(Cc1ccc2c(c1)CCCC2)Nc1ccccc1Cl	-0.1%	13.7%	8.6%	10.0%	7.6%	-31.5%	-30.5
15	C=CCn1cnc2scc(-c3ccccc3)c2c1=O	0.3%	12.6%	-0.3%	-3.2%	-0.5%	-13.7%	2.7
16	CCOCCCNS(=O)(=O)c1ccc2c(c1)oc(=O)n2CC(=O)OCC	-16.4%	3.1%	7.5%	-2.0%	-11.0%	-21.0%	11.9
17	CCCn1c(SCC(=O)NCCc2ccccc2)nnc1-c1cccnc1	?	7.3%	?	-3.0%	-1.2%	-9.4%	20.0
18	O=C(Nc1nccs1)c1ccc(Br)o1	-9.1%	17.3%	-3.5%	-12.4%	-3.0%	-5.4%	13.1
19	COc1ccc(C(=O)N2Cc3cnnn3-c3ccccc3C2C#N)cc1 (stereo not drawn)	.	39.5%[activator]	.	.	-4.1%	.	-7.7
20	CCOC(=O)c1cccc2c1N[C@@H](c1ccc(F)cc1)[C@H]1CC=C[C@@H]21	8.2%	.	-13.2%	.	-13.9%	.	-7.7
21	Cc1ccc(NC(=O)Cn2c(=O)c3cccn3c3ccccc32)cc1	-0.4%	17.2%	-11.9%	-1.7%	11.5%	-1.4%	0.0
22	Cc1ccc(-c2csc(/C=C3\SC(C)C(=O)N3CC(=O)Nc3ccccc3F)n2)cc1 (stereo not drawn)	4.0%	-6.0%	-3.4%	2.4%	-0.3%	-29.9%	?
23	O=C(Cn1ccc(C(F)(F)F)n1)N/N=C/c1ccc2c(c1)OCO2	-1.8%	6.2%	8.7%	-6.5%	-8.6%	-8.6%	28.3
24	CC1CCCCC1NC(=O)C1CCN(C(=O)c2sccc2-n2cccc2)CC1 (stereo not drawn)	-7.9%	-3.7%	-24.9%	0.4%	1.6%	48.2%	-4.3

From no. 18 as far as 24, copied from above:
No.	SMILES	AmpC detergent	AMA1 RON2 block	Sm TGR block	LmPK inh	Tb PYK inh	AmpC inh no detg	HCMV inh
18	O=C(Nc1nccs1)c1ccc(Br)o1	-9.1%	17.3%	-3.5%	-12.4%	-3.0%	-5.4%	13.1
19	COc1ccc(C(=O)N2Cc3cnnn3-c3ccccc3C2C#N)cc1 (stereo not drawn)	.	39.5%[activator]	.	.	-4.1%	.	-7.7
20	CCOC(=O)c1cccc2c1N[C@@H](c1ccc(F)cc1)[C@H]1CC=C[C@@H]21	8.2%	.	-13.2%	.	-13.9%	.	-7.7
21	Cc1ccc(NC(=O)Cn2c(=O)c3cccn3c3ccccc32)cc1	-0.4%	17.2%	-11.9%	-1.7%	11.5%	-1.4%	0.0
22	Cc1ccc(-c2csc(/C=C3\SC(C)C(=O)N3CC(=O)Nc3ccccc3F)n2)cc1 (stereo not drawn)	4.0%	-6.0%	-3.4%	2.4%	-0.3%	-29.9%	?
23	O=C(Cn1ccc(C(F)(F)F)n1)N/N=C/c1ccc2c(c1)OCO2	-1.8%	6.2%	8.7%	-6.5%	-8.6%	-8.6%	28.3
24	CC1CCCCC1NC(=O)C1CCN(C(=O)c2sccc2-n2cccc2)CC1 (stereo not drawn)	-7.9%	-3.7%	-24.9%	0.4%	1.6%	48.2%	-4.3

Next records:
No.	SMILES	AmpC detergent	AMA1 RON2 block	Sm TGR block	LmPK inh	Tb PYK inh	AmpC inh no detg	HCMV inh
25	O=c1c2cc3c(cc2n(Cc2ccc(Cl)cc2)c(=O)n1Cc1nc(-c2ccccc2)no1)OCO3	-0.3%	.	-2.3%	.	4.2%	.	-1.8
26	C/C=C/C(=O)N1CC2(CC(c3cccc(NC(=O)CC)c3)=NO2)C[C@H]1C(N)=O (stereo partly drawn)	-0.3%	36.0%[activator]	-32.9%	0.3%	-4.3%	-14.9%	6.1
27	COCCNc1sc(S(=O)(=O)c2ccc(C)cc2)nc1S(=O)(=O)c1ccc(C)cc1	20.3%	.	1.8%	.	-3.4%	.	0.0
28	NC(=O)c1cc(C(N)=O)nc(Cl)n1	-15.0%	-1.1%	-9.6%	-0.8%	-2.6%	-12.3%	-6.1
29	Cc1ccc(-c2nc3c4c(-c5ccccc5)c(-c5ccccc5)oc4ncn3n2)cc1	0.7%	.	3.1%	.	0.0%	.	54.0
30	CCCN(CCC)CCCNC(=O)c1cc2c(-c3ccc(OC)c(OC)c3)nn(C)c2s1	0.8%&2.9%	-1.5%	-19.9%&-3.6%	-9.2%	-8.9%&-2.2%	-2.7%	-20.5&-10.6
31	CCOc1ccc(NC(=O)CN(c2ccc(OCC)cc2)S(=O)(=O)c2c(C)[nH]c(=O)[nH]c2=O)cc1	3.1%	-4.7%	0.2%	2.5%	-3.1%	-30.0%	5.5
32	CS(=O)(=O)N1CCN(c2ccc(NC(=O)CSc3ccc(Cl)cc3)cc2)CC1	-7.6%	1.2%	-8.9%	6.3%	0.6%	-28.4%	-38.8
33	CCN(C(=O)CSc1nc2cc(Cl)ccc2c(=O)n1CC(C)C)C1CCS(=O)(=O)C1 (stereo not drawn)	-4.9%	-3.8%	-0.9%	.	3.3%	-21.2%	-8.0
34	CCCCC1=CC2=CC(=O)C(C)(OC(=O)C3CCCC3)C(=O)C2=CO1 (stereo not drawn)	-0.5%	-17.1%	39.8µM*	-0.2%	-16.1%	-58.9%	2.2
35	COc1ccccc1Cn1c(C(C)C)nc2ccccc21	-8.8%	-7.4%	3.4%	1.4%	0.8%	42.1%	1.2
36	CN1C(=O)N(C)C(=O)C2(Sc3ccccc3C2=O)C1=O	-13.9%	-3.3%	-3.1%[11.4 µM]	23.1%	?	-14.9%	-0.1
37	O=C(Cc1ccccc1)N(c1ccccc1)c1ccccc1	.	4.3%	.	.	-4.3%	.	5.4
38	O=C1NC(=Nc2cccc([N+](=O)[O-])c2)SC1(CO)CO	2.3%	-17.3%	-17.7%	-1.1%	-1.2%	-0.4%	-64.5*
39	CC(C)(C)OC(=O)N1CCN(Cc2ccc(F)c(B(O)O)c2)CC1	.	0.0%	.	.	2.4%	.	-9.9
40	Cc1ccc(C(=O)NC2CCN(CC(=O)NC3CCC(C)CC3)CC2)cc1 (stereo not drawn)	-7.1%	8.9%	4.4%	-1.7%	0.2%	53.9%	-21.8
41	COc1cccc(-c2nc(CS(=O)(=O)CC(=O)NCCC(C)C)c(C)o2)c1	0.2%	-8.4%	44.7µM*	5.3%	2.1%	51.0%	-16.7
42	Cc1ccc(C(=O)N2c3ncnn3C3(CCCCC3)[C@@H]3CCCC[C@@H]32)cc1	19.2%	.	-0.7%	.	2.0%	.	-15.5
43	Cc1ccc(Cc2cnc(NC(=O)c3cccs3)s2)cc1	1.3%	52.9%[activator]	7.9%	2.1%	-5.1%	-17.9%	75.3
44	COc1ccc(N2N=NN(C(C)C)C2=C(Cl)c2nnnn2-c2ccc(OC)cc2)cc1	.	-10.0%	.	.	?	.	28.2
45	COc1cc(C)nc(N(C)C(C)=O)n1	-11.6%	25.6%	0.0%	-3.3%	2.8%	-14.1%	19.2
46	COc1ccc(S(=O)(=O)N2CCc3ccccc32)cc1C(=O)O	?	11.5%	-27.5%	0.6%	-0.2%	-16.0%	37.8
47	COCCn1c(SCc2ccc(OC)c(F)c2)nc2ccccc2c1=O	9.0%	-0.5%	4.2%	12.9%	-2.8%	90.2%[activator]	8.9
48	CCC1(C)NC(=O)N(CC(=O)c2cc(C)n(C3CC3)c2C)C1=O (stereo not drawn)	0.0%	5.7%	-13.5%	.	-2.0%	3.5%	-18.6
49	CCOC(=O)C1=C(c2ccccc2)N(C)C(=O)NC1c1ccc(OC(F)F)c(OC)c1 (stereo not drawn)	-5.8%	6.8%	-30.4%	0.6%	0.4%	43.3%	16.0
50	CCc1ccc2nc(N(CCCN(C)C)C(=O)c3ccc(S(=O)(=O)N4CCCc5ccccc54)cc3)sc2c1	4.4%	?	-4.0%	-1.1%	-4.4%	175.4%[activator]	-89.2*

Source: PubChem BioAssay

Rows are unselected. Share with any hit: about 7.4%.
